# CAL PDZ FP-1 – untagged CAL PDZ binding inhibitors, primary screen, biochemical, fluorescence polarization, HTS. purified CAL PDZ, TMR-peptide fluorescence polarization, 1 h. AID 602252, 2012. Golgi-associated PDZ and coiled-coil motif-containing protein (Homo sapiens), Q9HD26. inhibition, % at 24.9 µM. hit rate 0.92% among 300,000;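 active = mean inhibition of at least 30% with at least half of replicates also reaching 30%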;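 also: 0% = DMSO neutral control and 100% = excess unlabeled competitor peptide PRC23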
# Tat transport – E. coli Tat export inhibitors, primary screen, MC4100, TorA-mCherry reporter, fluorescence, single point; hit rate 0.036% among 340,000; inhibition, % at 10 µM;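 active = mean replicate inhibition at least 50% and at least half of replicates individually reaching 50%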;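 also: exported cargo escapes ClpAP degradation while cytoplasmic cargo is degraded and loses fluorescence; 0% = median of neutral control wells and 100% = median of NaSCN control wells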
# CAL PDZ FP-2 – CAL PDZ peptide-binding inhibitors, primary screen, biochemical, fluorescence polarization, Cer-tagged CAL PDZ, HTS; Golgi-associated PDZ and coiled-coil motif-containing protein (Homo sapiens), Q9HD26; purified CAL PDZ, TMR-peptide fluorescence polarization, 1 h; inhibition, % at 20 µM; hit rate 0.02% among 330,000; AID 504414, 2011;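 active = highest replicate inhibition of at least 40%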;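 also: plate controls were DMSO neutral control wells for no effect and unlabeled competitor peptide control wells for full effect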
#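 System: purified tagged CAL PDZ domain construct (CerCALP). Schedule: 1 h incubation at room temperature before polarization reading. Medium: 25 mM sodium phosphate pH 7.4, 150 mM NaCl, TCEP, IgG, Thesit. Read-out: percent inhibition from loss of millipolarization. Measured by: FP readout, S and P plane fluorescence. Probe or stimulus: fluorescent TMR peptide probe.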
# V-ATPase pH – regulators of yeast V-ATPase proton pumping, primary screen, pHLuorin cytosolic pH fluorescence; S. cerevisiae; response, % at 10 µM; hit rate 0.37% among 350,000; in the data active = response mostly above about 7.3%, no sharp cut-off; inactive = mostly below about 5.4%; also: actives read high; inactives centre near 0; some compounds called inactive have numbers as strong as hits; reference of the scale not given here
# dFosB activator – activators of delta FosB homodimer, primary screen, biochemical, fluorescence polarization, TAMRA-CDK5 oligo, single point | Protein FosB (Mus musculus), P13346 | purified delta FosB; percent of positive-control signal above neutral wells | activation, % at 25 µM | hit rate 0.99% among 340,000 | AID 493131, 2011;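 active = mean activation above about 17%, with every replicate also reaching it, limit read from the data, passing the limit was not always enough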;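 also: fluorescence polarization rise as delta FosB binds a TAMRA Cdk5 AP-1 oligo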
# Target sequence (P13346 whole entry, looked up): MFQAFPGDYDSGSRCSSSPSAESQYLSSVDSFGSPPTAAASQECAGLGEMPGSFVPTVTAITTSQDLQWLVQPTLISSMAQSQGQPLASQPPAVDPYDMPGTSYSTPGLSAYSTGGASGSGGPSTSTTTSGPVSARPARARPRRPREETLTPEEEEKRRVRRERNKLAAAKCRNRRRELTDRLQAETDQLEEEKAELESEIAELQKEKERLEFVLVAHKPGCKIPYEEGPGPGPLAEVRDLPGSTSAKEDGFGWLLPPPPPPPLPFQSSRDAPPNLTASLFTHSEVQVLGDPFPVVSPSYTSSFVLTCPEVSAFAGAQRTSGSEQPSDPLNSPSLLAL
# Wnt act – Wnt/beta-catenin pathway activators, primary screen, cell-based, plate reader, single point; Wnt/beta-catenin reporter cell assay, activator; activation, % at 9.35 µM; hit rate 1.2% among 300,000; AID 743398, 2014; in the data active = activation above about 30%, passing the limit was not always enough;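 also: 0% = neutral control wells and 100% = positive control wells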
# CDK5 p35 inh – inhibitors of human CDK5/p35 kinase, primary screen, biochemical, single concentration. inhibition, % at 10 µM. Recombinant CDK5/p35, ADP-Glo luminescence, 60 min. AID 488839, 2010. hit rate 0.01% among 330,000;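 active = highest replicate inhibition of at least 50% and at least 75% of replicates reaching 50%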;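 also: plate controls were DMSO neutral control for no effect and GW8510 at 10 µM for full effect; many of its hits are not listed in these tables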
# MITF act – activators of MITF-driven TRPM1 promoter reporter, primary screen, cell-based, SK-MEL-5, luciferase, single point; SK-MEL-5 TRPM1-promoter luciferase, 24 h; % of positive control, neutral wells = 0; activation, % at 12.5 µM; hit rate 0.75% among 300,000; AID 588334, 2011;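 active = mean activation of at least 80% with every replicate also reaching 80%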;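 also: 0% = neutral control wells and 100% = parthenolide positive control wells; values of inactives mirror those of a sister screen read the other way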
# Rtt109 HAT inh – inhibitors of C. albicans Rtt109/Vps75 HAT, primary screen, biochemical, ThioGlo CoA-SH fluorescence, plate reader; Histone acetyltransferase RTT109 (Candida albicans (strain SC5314 / ATCC MYA-2876)), …; purified Rtt109/Vps75, 4 h; inhibition, % at 34.9 µM; hit rate 0.16% among 330,000; AID 540336, 2011;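 active = inhibition of at least 50% in every replicate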
# Target sequence (Q5AAJ8 whole entry, looked up): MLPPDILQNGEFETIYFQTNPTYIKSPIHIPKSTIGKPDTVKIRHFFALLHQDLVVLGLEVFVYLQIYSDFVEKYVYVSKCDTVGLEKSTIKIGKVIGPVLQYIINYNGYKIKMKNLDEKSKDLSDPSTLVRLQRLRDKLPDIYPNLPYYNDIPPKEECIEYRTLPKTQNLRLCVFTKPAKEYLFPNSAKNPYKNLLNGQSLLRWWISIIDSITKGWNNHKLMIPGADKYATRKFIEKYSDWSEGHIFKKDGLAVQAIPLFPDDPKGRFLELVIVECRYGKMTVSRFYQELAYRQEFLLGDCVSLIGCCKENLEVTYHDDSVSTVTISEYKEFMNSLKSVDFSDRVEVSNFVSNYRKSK
# cardiac RTF act – cardiac RTF calcium sensitivity activators, primary screen, biochemical, IANBD-TnC fluorescence, EC20 calcium; Troponin I, cardiac muscle (Homo sapiens) + Troponin T, cardiac muscle (Homo sapiens) + …; IANBD-labeled TnC RTF fluorescence at EC20 calcium; 0% EC20 calcium, 100% full calcium; activation, % at 7.2 µM; hit rate 0.24% among 340,000;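 active = activation above the mean over all tested compounds plus 3 SD, cut at about 30% in these data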;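 also: rise in fluorescence read as greater calcium sensitivity of cardiac thin filaments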
# * hit, by the source's call; . = not tested or not shown.
no.	compound	CDK5 p35 inh	Tat transport	V-ATPase pH	CAL PDZ FP-2	CAL PDZ FP-1
1	NS(=O)(=O)c1ccc(CNC(=O)Cc2cccs2)cc1	-0.8	5	1	-0.3	-5
2	CCCCN1C2CCCC1CC(NC(=O)C1CCCCC1)C2 (configuration not stated)	1.2	0	-1	-1.3	-1
3	O=C(CCn1c(=O)[nH]c2ccccc2c1=O)N1CCN(c2ccc(Cl)cc2)CC1	-0.3	1	4	-1.0	-2
4	Cc1cccc(C(=O)NC(=S)Nc2ccccc2C(=O)O)c1	1.1	0	0	0.8	-4
5	CCCCn1c(N)c(C(=S)NC(=O)CC(C)(C)C)c(=O)n(C)c1=O	-0.4	-8	3	-6.2	-1
6	O=C(C1CCCCC1)N1CCCn2c1nc1ccccc12	-1.1	0	0	.	-2
7	CN1CCC(=O)N([C@H](CSc2ccccc2)Cc2ccccc2)CC1	0.3	2	0	-0.7	3
8	O=C(NCCc1c[nH]c2ccccc12)c1ccc(F)cc1F	-2.5	-1	-1	-2.0	-3

no.	Rtt109 HAT inh	Wnt act	dFosB activator	MITF act	cardiac RTF act
1	9	-1	-19	.	-3
2	-31	2	-2	.	2
3	-4	1	5	.	2
4	2	2	0	-2	2
5	7	-1	0	-11	4
6	-2	.	5	-14	-3
7	5	18	-2	2	3
8	7	11	-1	48	-2

# Additional results:
no.	compound	CDK5 p35 inh	Tat transport	V-ATPase pH	CAL PDZ FP-2	CAL PDZ FP-1
9	O=C(CNC1CCCCCC1)Nc1ccccc1N1CCOCC1	1.8	-13	-1	-0.5	.
10	COC(=O)c1[nH]c(C)c(/C(O)=C2\C(=O)C(=O)N(CCN(C)C)C2c2cccs2)c1C (configuration not stated)	1.3	-7	-1	-0.9	.
11	CCCCCn1c(=O)[nH]c2cc(C(=O)NCc3ccco3)ccc2c1=O	1.8	-15	0	.	-14
12	CCc1ccccc1OCc1nnc(N)s1	-2.7	-5	7	-1.3	-8
13	Cc1cc(C)cc(NC(=O)c2ccc(NC(=O)c3ccco3)cc2)c1	0.5	-2	1	-3.2	-4
14	Cc1cc(C)cc(N(CC(=O)NCCSCc2ccccc2)S(C)(=O)=O)c1	-1.4	-1	6	-0.2	1
15	CC(=O)N1N=C(c2cccc(Br)c2)OC12CCCC2	-0.6	-1	1	-3.1	-3
16	CCCCC(=O)Nc1ccccc1N1CCN(c2ccc(F)cc2)CC1	-1.0	-2	2	0.8	0

no.	Rtt109 HAT inh	Wnt act	dFosB activator	MITF act	cardiac RTF act
9	3	-2	-2	8	-2
10	-2	.	3	0	3
11	-3	4	10	.	8
12	5	.	-9	3	0
13	-8	-1	-4	0	-3
14	-7	-4	-3	1	1
15	3	-2	0	-20	-2
16	-4	1	-9	.	-3

# (continued)
no.	compound	CDK5 p35 inh	Tat transport	V-ATPase pH	CAL PDZ FP-2	CAL PDZ FP-1
17	N#Cc1c(/N=C/c2ccco2)oc(-c2ccccc2)c1-c1ccccc1	-0.9	-5	2	1.7	-1
18	CC(=O)Nc1ccc(NC(=O)C2CC(=O)N(Cc3ccco3)C2)cc1 (configuration not stated)	-0.2	-1	0	-2.0	1
19	CCOc1ccc(N(CC(=O)NCCc2ccccc2)S(=O)(=O)c2ccccc2)cc1	-1.0	-2	-5	-2.7	-2
20	CCCCN(C(=O)c1ccc(Cl)c([N+](=O)[O-])c1)c1c(N)n(CCC)c(=O)[nH]c1=O	-1.7	-7	0	0.0	-7
21	Cc1ccc(CS(=O)Cc2ccc(C(=O)N3CCOCC3)o2)cc1 (configuration not stated)	-2.7	2	0	-0.9	62*
22	CNC(=O)N(O)C1N(/N=C/c2ccc(N(C)C)cc2)C(=S)SC1(C)C (configuration not stated)	-0.6	-4	-4	-2.2	-7
23	N#Cc1c(C#N)c(-c2ccccc2)n(-c2ccc(C(=O)O)cc2)c1N	-1.5	0	-1	0.1	-4
24	CCOC(=O)c1c(C)c(C(=O)NCC2CCCO2)c(C)n1CC (configuration not stated)	0.1	-12	-2	-1.0	.

no.	Rtt109 HAT inh	Wnt act	dFosB activator	MITF act	cardiac RTF act
17	-3	-1	1	-16	2
18	1	-3	-4	-5	0
19	-7	-1	-3	.	-4
20	.	0	-6	13	-1
21	-1	0	-8	-4	4
22	-4	0	-5	-7	11
23	6	.	-4	2	0
24	4	-1	-5	-9	9

# New compounds follow:
no.	compound	CDK5 p35 inh	Tat transport	V-ATPase pH	CAL PDZ FP-2	CAL PDZ FP-1
25	CC(=O)C[C@@H](O)CC(=O)[C@@H]1OC(=O)CCCCC/C=C/Cc2ccccc21	-1.0	2	4	-1.1	-18
26	Nc1c(NCCCN2CCOCC2)c2ccccc2oc1=O	-1.9	-4	-8	-3.1	.
27	Cc1nn(C)c(C(=O)NN)c1Cl	0.7	-1	4	-0.6	3
28	CCOc1cc(/C=C2\CCCC(C(=O)C(F)(F)F)=C2O)ccc1O	.	-7	-4	0.3	-1
29	O=C(CSc1nnc(-c2ccccc2O)o1)N1CCCCC1	-2.3	1	-2	-2.5	-7
30	Cc1ccc(S(=O)(=O)C(C#N)c2nc3ccccc3nc2N2CCN(C)CC2)cc1C (configuration not stated)	-0.6	-2	-3	-1.5	-4
31	Cc1nc2nc(NCc3cccs3)nn2c(C)c1Cl	-1.3	5	3	-0.4	-7
32	NC(=O)c1ccc(Sc2nnc(-c3cccs3)n2CC2CCCO2)c([N+](=O)[O-])c1 (configuration not stated)	2.9	-5	1	0.9	0

no.	Rtt109 HAT inh	Wnt act	dFosB activator	MITF act	cardiac RTF act
25	11	1	7	-7	9
26	-14	-1	-12	-8	-4
27	-3	-2	3	3	.
28	8	21	0	-9	1
29	-2	3	-8	38	2
30	.	.	-7	.	1
31	-7	.	-10	26	-1
32	0	.	-9	8	-2

# Part of the list above, in transposed form:
19	CCOc1ccc(N(CC(=O)NCCc2ccccc2)S(=O)(=O)c2ccccc2)cc1
20	CCCCN(C(=O)c1ccc(Cl)c([N+](=O)[O-])c1)c1c(N)n(CCC)c(=O)[nH]c1=O
21	Cc1ccc(CS(=O)Cc2ccc(C(=O)N3CCOCC3)o2)cc1 (configuration not stated)
22	CNC(=O)N(O)C1N(/N=C/c2ccc(N(C)C)cc2)C(=S)SC1(C)C (configuration not stated)
23	N#Cc1c(C#N)c(-c2ccccc2)n(-c2ccc(C(=O)O)cc2)c1N
24	CCOC(=O)c1c(C)c(C(=O)NCC2CCCO2)c(C)n1CC (configuration not stated)
25	CC(=O)C[C@@H](O)CC(=O)[C@@H]1OC(=O)CCCCC/C=C/Cc2ccccc21
26	Nc1c(NCCCN2CCOCC2)c2ccccc2oc1=O

Screen / compound no.,19,20,21,22,23,24,25,26
CDK5 p35 inh,-1.0,-1.7,-2.7,-0.6,-1.5,0.1,-1.0,-1.9
Tat transport,-2,-7,2,-4,0,-12,2,-4
V-ATPase pH,-5,0,0,-4,-1,-2,4,-8
CAL PDZ FP-2,-2.7,0.0,-0.9,-2.2,0.1,-1.0,-1.1,-3.1
CAL PDZ FP-1,-2,-7,62*,-7,-4,.,-18,.
Rtt109 HAT inh,-7,.,-1,-4,6,4,11,-14
Wnt act,-1,0,0,0,.,-1,1,-1
dFosB activator,-3,-6,-8,-5,-4,-5,7,-12
MITF act,.,13,-4,-7,2,-9,-7,-8
cardiac RTF act,-4,-1,4,11,0,9,9,-4

27	Cc1nn(C)c(C(=O)NN)c1Cl
28	CCOc1cc(/C=C2\CCCC(C(=O)C(F)(F)F)=C2O)ccc1O
29	O=C(CSc1nnc(-c2ccccc2O)o1)N1CCCCC1

Screen / compound no.,27,28,29
CDK5 p35 inh,0.7,.,-2.3
Tat transport,-1,-7,1
V-ATPase pH,4,-4,-2
CAL PDZ FP-2,-0.6,0.3,-2.5
CAL PDZ FP-1,3,-1,-7
Rtt109 HAT inh,-3,8,-2
Wnt act,-2,21,3
dFosB activator,3,0,-8
MITF act,3,-9,38
cardiac RTF act,.,1,2

# Continued:
no.	compound	CDK5 p35 inh	Tat transport	V-ATPase pH	CAL PDZ FP-2	CAL PDZ FP-1
33	COCCN(Cc1ccccc1)C(=O)c1ccc2c(=O)n3c(nc2c1)CCC3	-0.2	6	5	0.9	.
34	C=CCn1c(SCC(=O)Nc2ccc3c(c2)OCO3)nc2ccccc2c1=O	-2.1	-16	1	-2.6	-3
35	CCNc1nc(NC(C)C)nc(N(C#N)CCOc2ccc(Cl)cc2Cl)n1	0.5	10	1	-3.6	-2
36	Cc1cc(C)n(CCCC(=O)O)n1	0.3	2	3	-0.6	-2
37	Fc1ccc2nc3c(nc2c1)CCCC3	0.2	1	-1	0.1	0
38	Cc1ccccc1C(=O)NC(=S)Nc1ccc(S(=O)(=O)N(C)c2ccccc2)cc1	-0.7	-10	-7	0.5	-2
39	O=C(NCCc1ccccc1)c1cc(=O)[nH]c2ccccc12	-0.8	-4	-1	-1.2	3
40	C[C@H](NC(=O)c1nc[nH]c1C(=O)N(C)Cc1ccccc1)c1ccccc1	0.0	-11	7	-0.9	-1

no.	Rtt109 HAT inh	Wnt act	dFosB activator	MITF act	cardiac RTF act
33	2	0	3	-5	2
34	0	1	-2	2	0
35	.	.	-10	.	7
36	2	-3	9	2	0
37	-5	2	1	1	3
38	5	.	6	1	-2
39	-3	1	0	-3	-4
40	11	-1	2	-12	-6

# Next section
no.	compound	CDK5 p35 inh	Tat transport	V-ATPase pH	CAL PDZ FP-2	CAL PDZ FP-1
41	COc1cc2c(cc1OC)C(C(=O)Nc1ccccc1N1CCN(C)CC1)C1c3ccccc3CCN1C2=O (configuration not stated)	-0.3	2	-2	-2.2	1
42	O=C(O)CSc1nnc(-c2ccc(S(=O)(=O)N3CCCC3)cc2)n1Cc1ccco1	-1.6	3	-5	-0.1	1
43	NC(=O)C1CCN(c2c([N+](=O)[O-])cc(C(F)(F)F)cc2[N+](=O)[O-])CC1	2.0	-3	1	-0.6	.
44	CCn1c(C(=O)O)c(CC(=O)Nc2ccc(Br)cc2C)c2ccccc21	-0.3	6	-2	-0.7	-1

no.	Rtt109 HAT inh	Wnt act	dFosB activator	MITF act	cardiac RTF act
41	12	0	-7	-2	7
42	0	.	0	-5	0
43	-4	0	3	.	1
44	-6	-2	-7	5	0

# From PubChem BioAssay
